# LmPK inh: blocks Leishmania mexicana pyruvate kinase activity; 290,000 tested, 0.37% active; Q27686; purified LmPK, Kinase-Glo ATP luminescence, 1 h; Potency, µM (highest dose often 57.5 µM), for inactives: top-dose activity change, negative = inhibition, actives largely listed as inhibitors; further: potency means the concentration at half of the fitted maximal effect
# Target sequence (Q27686 whole entry, looked up): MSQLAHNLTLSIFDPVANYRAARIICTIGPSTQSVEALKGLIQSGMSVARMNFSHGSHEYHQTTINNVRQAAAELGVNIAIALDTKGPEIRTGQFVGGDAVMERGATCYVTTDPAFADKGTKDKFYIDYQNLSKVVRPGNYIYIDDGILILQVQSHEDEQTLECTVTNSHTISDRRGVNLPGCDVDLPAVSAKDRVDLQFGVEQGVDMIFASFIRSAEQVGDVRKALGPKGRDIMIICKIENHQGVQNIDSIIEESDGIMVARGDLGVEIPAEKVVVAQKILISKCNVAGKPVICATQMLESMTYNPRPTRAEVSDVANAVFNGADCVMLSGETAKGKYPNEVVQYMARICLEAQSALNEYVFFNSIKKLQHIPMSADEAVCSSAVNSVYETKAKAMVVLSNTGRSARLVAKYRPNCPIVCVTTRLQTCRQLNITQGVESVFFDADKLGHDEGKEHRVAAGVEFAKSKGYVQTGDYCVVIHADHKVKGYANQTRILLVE
#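 qHTS format; LmPK 0.1 nM; substrates PEP 0.5 mM and ADP 0.1 mM. One-hour room-temperature incubation, then coupled luciferase luminescence; 0.5 nM enzyme wells mark activation.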
# TbPYK inhibitor: blocks Trypanosoma brucei pyruvate kinase. TbPYK enzyme, Kinase-Glo Plus ATP luminescence, 45 min. Potency, µM (top dose mostly 76.8 µM), inactives show at the top dose activity, negative = inhibition, hits mostly inhibitors. 410,000 tested, 0.12% active. AID 624173; further: potency means the concentration at half of the fitted maximal effect; nearly all actives have a fitted effect of over 50% in size
#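 Screened from lowest to highest concentration, compounds were pinned into TbPYK/substrate mixtures, and ADP (130 uM final) was added. Plates sat at room temperature for 45 min prior to Kinase-Glo Plus detection by luminescence.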
# AMA1-RON2 inh: disrupts binding of P. falciparum AMA1 to RON2; 360,000 tested, 0.2% active; Potency, µM (doses to about 58.2 µM), without a hit: at the highest dose activity change, negative = inhibition, hits mostly inhibitors; AID 720542; AlphaScreen AMA1-biotinylated RON2 peptide binding;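 further: potency means the concentration at half of the fitted maximal effect; 0% = vehicle wells and -100% = peptide control; nearly all actives have a fitted effect of over 45% in size; some results filed as inactive show a strong effect at the top dose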
#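 AMA1 (3D7) with his tag at 25 nM final met compounds first, then biotinylated RON2 peptide at 25 nM; detection used donor plus acceptor beads, 10 µg/mL apiece, read by AlphaScreen after 30 min at room temperature.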
# HCMV inh: blocks human cytomegalovirus replication; HFF cells, HCMV-luciferase reporter, 72 h; active compounds read low; activity change, negative = inhibition, % at 57.5 µM; 410,000 tested, 4.5% active; in the data active means activity change below about -60%; inconclusive means no clear call, values can overlap the other calls; inactive means above about -39%
#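 Compounds were evaluated in HFFs infected with an HCMV luciferase reporter virus (MOI 1 PFU/cell). Luciferase in lysates collected 72 h post infection served as the replication measure.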
# AmpC no deterg: inhibitors of E. coli AmpC beta-lactamase without detergent. AmpC nitrocefin hydrolysis, absorbance 480 nm, 0.0001% Triton. AID 485341. 330,000 tested, 0.52% active. Potency, µM (highest dose often 57.1 µM), for the others: top-dose activity change, negative = inhibition, hits mostly inhibitors;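 further: potency means the concentration at half of the fitted maximal effect; plate controls were no compound for no effect and no enzyme for full effect; nearly all actives have a fitted effect of over 20% in size; some results filed as inactive show a strong effect at the top dose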
# Target sequence (P00811 whole entry, looked up): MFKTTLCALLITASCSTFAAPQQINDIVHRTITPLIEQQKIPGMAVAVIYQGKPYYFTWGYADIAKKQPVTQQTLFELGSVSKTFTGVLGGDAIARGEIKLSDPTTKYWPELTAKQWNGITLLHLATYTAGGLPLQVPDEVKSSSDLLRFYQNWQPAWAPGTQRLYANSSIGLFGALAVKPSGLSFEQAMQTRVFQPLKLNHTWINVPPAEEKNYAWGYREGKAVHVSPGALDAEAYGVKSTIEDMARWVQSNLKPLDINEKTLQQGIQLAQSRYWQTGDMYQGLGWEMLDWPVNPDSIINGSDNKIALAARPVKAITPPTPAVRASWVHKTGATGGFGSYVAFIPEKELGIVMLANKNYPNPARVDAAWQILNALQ
#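 20 mM phosphate pH 7.0 + 0.01% (detergent screen) or 0.0001% Triton X-100; 5.3 nM AmpC reagent; cpd preinc 15 min RT; nitrocefin (800 uM stock) to start; A480 q20 s × 4 min; Activity was normalised to no-enzyme and no-compound control wells.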
# AmpC detergent: AmpC beta-lactamase inhibition with detergent present; AID 485294; 370,000 tested, 0.041% active; Potency, µM (doses to about 114 µM), for inactives: at the top dose activity change, negative = inhibition, hits mostly inhibitors; AmpC hydrolysis of nitrocefin, absorbance 480 nm, 0.01% Triton; P00811;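 further: potency means the concentration at half of the fitted maximal effect; 0% = no-compound wells and -100% = no-enzyme wells; nearly all actives have a fitted effect of over 25% in size; some results filed as inactive show a strong effect at the top dose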
#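 AmpC (5.3 nM in the dispensed reagent) in 20 mM phosphate pH 7.0 with 0.01% (detergent screen) or 0.0001% Triton X-100 was preincubated with compounds for 15 min at room temperature. Nitrocefin was then added from an 800 uM solution, and hydrolysis was followed at 480 nm.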
# HCV inh: inhibitors of hepatitis C virus infection; Huh7.5.1 HCVcc-Cre infection, luciferase reporter, 44 h; 340,000 tested, 3.4% active; Potency, µM (highest dose often 41.8 µM), for the others: at the highest dose activity change, negative = inhibition, hits mostly inhibitors; further: potency means the concentration at half of the fitted maximal effect
#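 Antiviral activity was scored by luciferase reporter output from cells infected with HCVcc-Cre (~0.5 moi) in presence of compound, 44 h infection period, cells seeded 1,000/well 4 h prior.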
# The depositor's hits bear a star; ? = inconclusive; nt = not tested or not shown; & = joins results of further samples; [ ] = remark or other dose. Unless noted, the call rests on the fitted dose curve; in most records, active means well fitted curve in the direction sought with a large enough effect; inconclusive means small, poorly fitted or top-dose-only effect, or another doubt; inactive means no such curve, though single readings can be large; an effect the other way counts as inactive or inconclusive. Unless noted, on the % scale 0 is the no-effect control and ±100 the full control effect.
mol	LmPK inh	TbPYK inhibitor	AMA1-RON2 inh	HCMV inh	AmpC no deterg	AmpC detergent	HCV inh
O=C(NCc1ccccc1)c1c[nH]c2cc3c(cc2c1=O)OCCO3	5%	0%	7%	19	-19%	0%	-26%
COc1ccc2c(Cl)cc(NC(=O)Nc3c(C)cccc3C)nc2c1	nt	-1%	6%	-18	nt	nt	nt
CC1CCN(S(=O)(=O)c2ccc3nc(N4CCN(c5ccccc5)CC4)ccc3c2)CC1	-3%	-8%&-2%	6%	?	-9%	1%&1%	17%
COC(=O)CNC(=O)c1cccc(-c2ccc(OC)cc2)c1	1%	-4%	-5%	-17	38%	8%	6%
COc1ccc(C)cc1NC(=O)CCN1CCCC1	-7%	-4%	-4%	48	-15%	2%	-19%
CN(C)/C=N/N(C)c1ncccc1[N+](=O)[O-]	-8%	-4%	15%	9	-4%	6%	13%
CCOC(=O)c1sc(NC(=O)CN2C(=O)NC3(CC(C)CC(C)(C)C3)C2=O)cc1C (stereo unspecified)	nt	4%	-1%	-11	-6%	3%	11µM*
O=C(/C=C/c1ccc(Cl)cc1Cl)N(Cc1ccccc1)C1CCS(=O)(=O)C1 (stereo unspecified)	-1%	-16%	-9%	-12	-23%	?	?
O=C(O)C1CCN(C(=O)c2ccccc2Cl)CC1	5%	2%	13%	-4	-18%	4%	1%
COc1ccccc1N1CCN(C(=O)CSc2nnc(NC(=O)C3CC3)s2)CC1	2%	5%	-8%	-14	22%	-18%	-5%
Cc1cc(C)n(-c2ccc(C(=O)NCc3ccc(F)cc3)cc2)n1	3%	-1%	-9%	-20	2%	3%	-9%
C=CCOc1ccc(C2c3c(oc4ccccc4c3=O)C(=O)N2CCCN2CCOCC2)cc1 (stereo unspecified)	2%	-9%	6%	-21	109%[activator]	?	-6%
Clc1ccc2nc(-c3ccccc3)nc(C(Cl)Cl)c2c1	-1%	5%	-18%	-78*	-6%	-7%	?
Cc1ccc(CNC(=O)c2cc(-c3ccc(Cl)cc3)on2)cc1	nt	2%	nt	10	nt	24%	nt
O=C(c1cc(-c2ccc(Cl)cc2Cl)on1)N1CCN(C(=O)c2ccco2)CC1	5%	-2%	-30%	72	160%[activator]	?	23%
Cc1cc(C)c(C)c(S(=O)(=O)N2CCN(c3ncnc4sc(C)c(C)c34)CC2)c1C	-3%	-14%	-4%	nt	-11%	-11%	-10%
COc1cc(C(=O)OCC(=O)c2cc(C)n(C)c2C)cc(OC)c1OC	13%	-20%	-15%	96	77%[activator]	-15%	?
O=C1C=C(c2cccc(CO)c2)C[C@@H](c2ccc(F)cc2)C1	nt	3%	1%	-4	-2%	4%	-14%
COc1ccc(C(=O)Nc2ccc(S(=O)(=O)NC(C)(C)C)cc2)cc1[N+](=O)[O-]	4%	2%	0%	-29	-28%	-2%	?
Cc1cc(C)n(-c2n[nH]c(=O)c3ccccc23)n1	8%	-8%	-8%	-14	-9%	-5%	10%
CCOc1cccc(/C=C(\C#N)C(=O)NC2CC2)c1	nt	-6%	1%	45	nt	nt	6%
CCCCC1=C(C(=O)OCC)C(C(=O)OCC)Oc2ccccc21 (stereo unspecified)	nt	2%	14%	-10	1%	nt	-14%
COC(=O)CNC(c1ccccc1)c1cc(Br)ccc1NC(C)=O (stereo unspecified)	0%	-2%	19%	-26	32%	-14%	4%
COc1cccc(OC)c1C(=O)Nc1ccc(CN2CCOCC2)cc1	-4%	2%	18%	-22	-1%	1%	3%
CCC(C)[C@H](NC(=O)NC1CCCc2ccccc21)C(=O)O (stereo partly specified)	0%	1%	-8%	-2	-18%	0%	?
O=C(NCCCO)C(=O)Nc1cc2c3c(c1)CCC(=O)N3CCC2	-3%	-17%	-6%	-4	-1%	-10%	4%
CCn1c(SCC(=O)NC2CCCC2)nnc1-c1ccccn1	0%	1%	-12%	18	-22%	3%	0%
CCCc1nc2c([nH]1)c(=O)n(C)c(=O)n2C	-4%	2%	-10%	1	-25%	?	23%
O=C1NC(=O)/C(=C\c2ccc(N3CCOCC3)o2)N1	-4%	-28%	92%[activator]	-5	-16%	-8%	11%
Cn1cccc1/C=C(\C#N)C(N)=S	-4%	1%	0%	11	-16%	-6%	14%
CCOC(=O)C1=C(CSc2nc3c(cc2C#N)CN(C)CC3)OC(N)=C(C#N)C1c1ccncc1 (stereo unspecified)	1%	-19%	1%	-9	67%[activator]	-14%	14%
COC(=O)C1=C(Nc2ccc(C)cc2)C=C(C)C(C(=O)OC)C1c1ccc(OC)cc1 (stereo unspecified)	4%	2%	-1%	-3	0%	1%	?
N#Cc1cc2c([nH]c1=O)CCCC2	-5%	-4%	12%	-19	-7%	-6%	-1%
Cc1ccc2nc(-c3ccc(SCC(=O)O)nc3)[nH]c2c1	-23%	-13%	5%	31	-25%	-11%	19%
CCN1C(=O)C(O)(CC(=O)C(C)(C)C)c2cc(Br)ccc21 (stereo unspecified)	4%	-9%	13%	?	3%	-11%	0%
COc1ccc(-n2c(SCC(=O)O)nc3sc4c(c3c2=O)CCCC4)cc1	5%	-9%	6%	-12	-30%	-6%	5%
CCOc1ccc2nc(NC3=NCN(Cc4ccco4)CN3)nc(C)c2c1	5%	nt	nt	nt	-17%	?	nt
COc1ccc(C(=O)NNC(=O)C(NC(=O)c2ccccc2NC(=O)c2ccco2)C(C)C)cc1 (stereo unspecified)	7%	-11%	103%[activator]	-38	0%	?	4%
O=C1CCC(C(=O)N2CCN(c3ccccc3)CC2)CN1Cc1ccc(Cl)cc1 (stereo unspecified)	nt	2%	-5%	-12	nt	nt	nt
O=C1Nc2ccc3sc4ccccc4c3c2C1=O	8%	-7%	?	-29	-38%	?	?
CC(C)CCNC(=O)C1C2C=CC3(CN(Cc4ccccc4Cl)C(=O)C13)O2 (stereo unspecified)	4%	-3%	10%	?	8.9µM*	?	13%
COc1cccc(N=Nc2c(=O)[nH]n3c(=O)cc(C)[nH]c23)c1	-29%	-21%	-2%	-9	-21%	-8%	18%
c1ccc(CSc2nnc([C@@H]3CCCN3)o2)cc1	-4%	nt	42%[activator]	12	-17%	-5%	-10%
CCCCNC(=O)CN1C(=O)NC(CCc2ccccc2)C1=O (stereo unspecified)	-1%	-2%	-4%	2	-16%	-8%	20%
CCOCCCNC(=O)CN1C(=O)c2c(c3ccccc3n2C)C1c1ccc(OC)cc1 (stereo unspecified)	nt	-1%[15.4 µM]	nt	?	nt	15%	nt
COc1ccc(C(CC(=O)c2ccc(C)cc2)Sc2ccccc2N)cc1 (stereo unspecified)	nt	7%	11%	47	nt	nt	nt
O=C(O)/C=C/c1ccc(Oc2ncccn2)cc1	-6%	-2%	8%	7	-37%	-3%	17%
Cc1ccc(NN=C2c3ccccc3-c3ccccc32)cc1	5%	4%	-10%	4	11µM*	?	?
COc1ccc(CNS(=O)(=O)c2cccc(S(=O)(=O)N3CCOCC3)c2)cc1	1%	-37%	8%	-5	1%	1%	-3%
O=c1cc(COc2ncnc3ccccc23)nc2sccn12	-7%	0%	0%	-17	-11%	0%	14%

# Molecules above containing a nitro group on carbon (2):
mol	LmPK inh	TbPYK inhibitor	AMA1-RON2 inh	HCMV inh	AmpC no deterg	AmpC detergent	HCV inh
CN(C)/C=N/N(C)c1ncccc1[N+](=O)[O-]	-8%	-4%	15%	9	-4%	6%	13%
COc1ccc(C(=O)Nc2ccc(S(=O)(=O)NC(C)(C)C)cc2)cc1[N+](=O)[O-]	4%	2%	0%	-29	-28%	-2%	?

# One compound at a time, from the list above. Order of values: LmPK inh, TbPYK inhibitor, AMA1-RON2 inh, HCMV inh, AmpC no deterg, AmpC detergent, HCV inh
# CCCCNC(=O)CN1C(=O)NC(CCc2ccccc2)C1=O (stereo unspecified) is listed with -1%, -2%, -4%, 2, -16%, -8%, 20%
# c1ccc(CSc2nnc([C@@H]3CCCN3)o2)cc1 is listed with -4%, nt, 42%[activator], 12, -17%, -5%, -10%
# COc1cccc(N=Nc2c(=O)[nH]n3c(=O)cc(C)[nH]c23)c1 is listed with -29%, -21%, -2%, -9, -21%, -8%, 18%
# CCOCCCNC(=O)CN1C(=O)c2c(c3ccccc3n2C)C1c1ccc(OC)cc1 (stereo unspecified) is listed with nt, -1%[15.4 µM], nt, ?, nt, 15%, nt

# Later entries
mol	LmPK inh	TbPYK inhibitor	AMA1-RON2 inh	HCMV inh	AmpC no deterg	AmpC detergent	HCV inh
COc1cc(C(=O)Nc2nnc(S(=O)(=O)N(C)c3ccccc3)s2)cc(OC)c1OC	nt	-1%	nt	34	nt	8%	nt
Cc1ccc(S(=O)(=O)N2CC(O)C[C@H]2C(=O)OCC(=O)Nc2ccc(N3CCOCC3)cc2)cc1C (stereo partly specified)	nt	-3%	-8%	-25	54%	?	0%
O=C(c1ncc[nH]1)c1ccccc1Cl	6%	5%	7%	4	0%	0%	-1%
Cc1cc(C)c(S(=O)(=O)N2CCCC2=O)cc1N(C)S(C)(=O)=O	2%	-5%	-25%	5	-1%	-10%	17%
CC(C)n1cc(CN2CCC(C(=O)Nc3ccc(Oc4ccccc4F)cc3)CC2)cn1	7%	1%	8%	?	90%[activator]	-4%	11µM*
CCOC(=O)C1(CCCc2ccccc2)CCN(C(=O)c2cc(C)nn2CC)CC1	9%	6%	-5%	?	148%[activator]	-9%	?
O=C(Cn1cccn1)N1CCCC(N2CCN(Cc3ccc4c(c3)OCO4)CC2)C1 (stereo unspecified)	0%	-8%	8%	-12	-21%	1%	19%
COc1ccc(/C=C/C(=O)Nc2c(C)nn(C)c2C)cc1COc1ccc(Br)cc1	2%	-1%	-3%	-35	132%[activator]	3%	-2%
CCN(CC)C(=O)C1=C(C)N(Cc2ccc(F)cc2)C(=O)C(CC(=O)NC(c2ccccc2)c2ccccc2)C1 (stereo unspecified)	nt	2%	-5%	-3	nt	nt	nt
O=C(Nc1c(C(=O)C2CC2)oc2ccccc12)c1ccc(Cl)cc1	5%	-5%	5%	25	-11%	?	3%
COc1ccc(NC(=O)N2CCN(c3cccc(C(F)(F)F)c3)CC2)cc1	-6%	0%	7%	-16	-17%	-3%	?
COc1cc2c(cc1OC)C(c1ccccc1F)OC(=O)C2 (stereo unspecified)	0%	1%	-2%	33	-11%	-10%	7%
O/N=C/c1ccnc(SCc2ccc(Cl)cc2)n1	-1%	3%	-20%	67	-28%	-5%	-24%

# Screens: PubChem BioAssay, National Center for Advancing Translational Sciences (NCATS)

# No enrichment for hits, and some 7.5% of all compounds hit somewhere here.
